Bioassay records: PubChem, several laboratories
Neddylation inh = inhibitors of human cullin neddylation | P61081+Q13564 | TR-FRET cullin neddylation, biochemical | calls only at 25 µM | 360,000 compounds, 0.58% hits | AID 651699; in the data active means inhibition above about 36%
MT1-MMP act inh = inhibitors of human MT1-MMP activation | GFP/RFP ratio change, % at 20 µM | HT1080 RFP-PRO-GFP cells, GFP/RFP ratio fluorescence, overnight; percent of plate control window, DMSO zero | P50281 | 360,000 compounds, 0.061% hits;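 active means GFP/RFP ratio change of at least 30% with cell ATP level not reduced by more than half and red fluorescence within 50% of control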; further: strong numbers were not always called active
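Material: RFP-PRO-GFP reporter HT1080 cells. Dosing: single-point 20 µM compound, 1% DMSO. Controls: DMSO and RFP-L50D-GFP cell wells. Timing: cells overnight before dosing, compound overnight, 37 °C, 5% CO2. Measure: GFP/RFP fluorescence ratio.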
bovine MsrA act = activators of bovine methionine sulfoxide reductase A; 360,000 compounds, 0.3% hits; purified bovine MsrA, absorbance read-out; activation, % at 10.6 µM; in the data active means activation above about 7.5%;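 further: 0% = vehicle and 100% = reference activator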
NRP1-CendR mod = NRP-1/CendR interaction modulation | 360,000 compounds, 0.85% hits | O14786 | inhibition, % at 25 µM | FAM-RPARPAR peptide binding to NRP-1, fluorescence polarization | AID 602438;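 active means inhibition or corrected inhibition above about 18%, plus a signal ratio from 0.5 to 1.5, limit read from the data, passing the limit was not always enough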; further: strong numbers were not always called active
MsrA inhibitor = inhibitors of bovine MsrA | 360,000 compounds, 0.75% hits | inhibition, % at 15.5 µM | purified bovine MsrA, absorbance read-out; in the data active means inhibition above about 4.5%;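 further: 0% = vehicle wells with enzyme and 100% = reference inhibitor wells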
SKN-1 block = blocks SKN-1 activity in C. elegans; C. elegans VP596 Pgst-4::GFP/RFP ratio, acrylamide-induced, 24 h; inhibition, % at 21.8 µM; 360,000 compounds, 0.49% hits;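 active means interference check ratio from 0.5 to 1.5 plus GFP to RFP signal ratio inhibition reaching or exceeding a fixed threshold, cut at about 30% in these data, passing the limit was not always enough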; further: some compounds called inactive have numbers as strong as hits
eLon inh = E. coli protease La inhibition | P0A9M0 | purified E. coli Lon protease, fluorescence polarization | inhibition, % at 7.94 µM | 360,000 compounds, 0.42% hits; in the data active means inhibition above about 13%, passing the limit was not always enough;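 further: 0% = enzyme with probe and DMSO and 100% = no enzyme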
Rin1 Abl inh = human Rin1-Abl interaction inhibition. P00519+Q13671. TR-FRET Rin1/Abl binding, biochemical. inhibition, % at 7.35 µM. 360,000 compounds, 0.4% hits. AID 588664; in the data active means inhibition above about 5%, passing the limit was not always enough
FAS-TE inh = blocks the thioesterase domain of human fatty acid synthase | P49327 | recombinant FAS-TE, OMFH fluorogenic substrate, fluorescence endpoint | inhibition, % at 15 µM | 360,000 compounds, 0.67% hits;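 active means compounds whose normalised, plate-corrected inhibition of enzyme fluorescence in the single-dose primary screen is 50% or more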;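 further: 0% = DMSO with enzyme and 100% = substrate without enzyme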
* = called active by the depositor; i = inactive; nt = not tested or not shown; + = active, no number; & = joins results of further samples.

Start of the data: the first 9 compounds as a preview:
Fields: Neddylation inh	SKN-1 block	NRP1-CendR mod	Rin1 Abl inh	bovine MsrA act	FAS-TE inh	MsrA inhibitor	eLon inh	MT1-MMP act inh
1: COc1ccc(Nc2nc(N)nc(CN3CCC(C)CC3)n2)cc1
    i	6	5	-4	-3	-2	0.0	-7	1
2: Cc1nc(S(=O)(=O)Nc2ccccc2C(=O)NCC2CC2)cn1C
    i	-5	4	3	-2	-3	0.1	4	1
3: CN(C)C1=NCCN1CC1CCCCCC1
    i	-3	12	3	0	-11	0.9	13	1
4: Cn1c(NCC(O)c2ccccc2)nc2c1c(=O)n(Cc1ccc(Cl)c(Cl)c1)c(=O)n2C (configuration not stated)
    i	9	7	-1	-4	29	-0.1	-3	3
5: C[C@@H]1CN([C@@H](C)CO)C(=O)CCCn2nncc2CO[C@H]1CN(C)S(=O)(=O)c1ccc(C#N)cc1
    i	7	-5	2	-2	-4	0.5	-11	3
6: CCCn1c(SCC(=O)NC2CCCC(C)C2C)n[nH]c1=O (configuration not stated)
    i	-3	6	0	-2	-7	-0.5	0	-1
7: COc1ccc(C(=O)NCCNc2nc3c(C)cccc3cc2C#N)cc1OC
    +	-14	-3	-1	-2	1	0.6	2	3
8: CC1(C)CC(=O)C(CS(=O)(=O)c2ccccc2)=C(O)C1
    i	17	7	-7	-1	-6	0.5	2	0
9: COc1ccc(-c2ccc([C@H]3[C@H]4C=CC[C@@H](C)[C@@H]4C(=O)N3Cc3ccccc3)c(F)c2)cc1OC
    i	-5	1	3	0	36	-0.9	7	-3

All compounds of this part, from the start:
Fields: Neddylation inh	SKN-1 block	NRP1-CendR mod	Rin1 Abl inh	bovine MsrA act	FAS-TE inh	MsrA inhibitor	eLon inh	MT1-MMP act inh
1: COc1ccc(Nc2nc(N)nc(CN3CCC(C)CC3)n2)cc1
    i	6	5	-4	-3	-2	0.0	-7	1
2: Cc1nc(S(=O)(=O)Nc2ccccc2C(=O)NCC2CC2)cn1C
    i	-5	4	3	-2	-3	0.1	4	1
3: CN(C)C1=NCCN1CC1CCCCCC1
    i	-3	12	3	0	-11	0.9	13	1
4: Cn1c(NCC(O)c2ccccc2)nc2c1c(=O)n(Cc1ccc(Cl)c(Cl)c1)c(=O)n2C (configuration not stated)
    i	9	7	-1	-4	29	-0.1	-3	3
5: C[C@@H]1CN([C@@H](C)CO)C(=O)CCCn2nncc2CO[C@H]1CN(C)S(=O)(=O)c1ccc(C#N)cc1
    i	7	-5	2	-2	-4	0.5	-11	3
6: CCCn1c(SCC(=O)NC2CCCC(C)C2C)n[nH]c1=O (configuration not stated)
    i	-3	6	0	-2	-7	-0.5	0	-1
7: COc1ccc(C(=O)NCCNc2nc3c(C)cccc3cc2C#N)cc1OC
    +	-14	-3	-1	-2	1	0.6	2	3
8: CC1(C)CC(=O)C(CS(=O)(=O)c2ccccc2)=C(O)C1
    i	17	7	-7	-1	-6	0.5	2	0
9: COc1ccc(-c2ccc([C@H]3[C@H]4C=CC[C@@H](C)[C@@H]4C(=O)N3Cc3ccccc3)c(F)c2)cc1OC
    i	-5	1	3	0	36	-0.9	7	-3
10: CC1CCc2sc(C(=O)NCC(C)(C)N3CCOCC3)cc2C1 (configuration not stated)
    i	18	12	-3	-3	-2	1.6	6	-5
11: Cc1ccc(CNc2nc3ccccc3n2C)o1
    i	-7	9	-3	1	-4	-0.8	0	-1
12: O=C(CSc1nnc2ccccn12)Nc1ccccc1C(=O)O
    i	-1	1	4	-3	-4	1.6	-9	8
13: CN(c1cccc(NC(=O)c2cccc([N+](=O)[O-])c2)c1)S(C)(=O)=O
    i	4	-7	2	2	2	1.4	20	-1
14: COc1cccc(C2=NOC(C(=O)Nc3ccc(C(C)=O)cc3)C2)c1 (configuration not stated)
    i	-21	-6	-4	-10	2	-1.2	1	1
15: CSc1ccc(/C=N/N2CCN(Cc3ccc(C)cc3C)CC2)cc1
    i	14	4	-2	-3	21	-0.2	2	3
16: CC(C)(C)S(=O)(=O)c1cnc(-c2cnccn2)nc1N
    i	6	-11	0	2	-6	1.7	12	-7
17: CC(NC(=O)COc1ccccc1)C(c1ccccc1)N1CCN(C)CC1 (configuration not stated)
    i	15	2	-1	0	-6	-1.8	2	-1
18: O=C(Nc1nc2ccc(S(=O)(=O)N3CCCCC3)cc2s1)c1cccnc1
    i	3	-15	-1	-5	-32	3.2	1	-7
19: N/C(Cc1ccc(Cl)cc1Cl)=N\OC(=O)c1cccs1
    i	15	-1	1	1	3	-0.7	-7	3
20: Cc1cc(C)c2c(c1)/C(=N/NS(=O)(=O)c1ccccc1)CCC2
    i	4	6	-2	-3	8	-0.1	-6	-4

Shown bar-delimited: 2 of the compounds above.
no. | SMILES | Neddylation inh | SKN-1 block | NRP1-CendR mod | Rin1 Abl inh | bovine MsrA act | FAS-TE inh | MsrA inhibitor | eLon inh | MT1-MMP act inh
19 | N/C(Cc1ccc(Cl)cc1Cl)=N\OC(=O)c1cccs1 | i | 15 | -1 | 1 | 1 | 3 | -0.7 | -7 | 3
20 | Cc1cc(C)c2c(c1)/C(=N/NS(=O)(=O)c1ccccc1)CCC2 | i | 4 | 6 | -2 | -3 | 8 | -0.1 | -6 | -4

Additional structures follow.
Fields: Neddylation inh	SKN-1 block	NRP1-CendR mod	Rin1 Abl inh	bovine MsrA act	FAS-TE inh	MsrA inhibitor	eLon inh	MT1-MMP act inh
21: Cc1nc2ccccc2c(=O)n1/N=C/c1ccccc1
    i	34	7	0	-1	-6	-0.9	4	5
22: O=C(O)CC1S/C(=N/N=C/C=C/c2ccccc2)NC1=O (configuration not stated)
    i	5&-5	-2&-4	-1&0	-11&-9	-3&-8	9.2*	-5&-9	3&-2
23: CCn1c(SCC(=O)N2CCCCCC2)nc2c(c1=O)SCC2
    i	14	1	-3	-10	-3	2.4	8	-1
24: NC(=O)NC(=O)CSc1cccc(C(F)(F)F)c1
    i	9	13	2	-4	-6	-0.2	-7	2
25: C[C@@H](C(=O)N1CCN(Cc2ccc3c(c2)OCO3)CC1)n1nnc2ccccc2c1=O
    i	16	6	0	3	-1	0.1	-11	2
26: CCOC(=O)COn1c(=O)c(=O)n(O)c2ccccc21
    i	9	-10	-1	-2	-8	2.3	4	0
27: C=CCOc1ccc(C2/C(=C(\O)c3ccc(F)cc3)C(=O)C(=O)N2CCCN(C)C)cc1 (configuration not stated)
    i	2	-13	-3	-12	-11	3.1	-4	3
28: CCN(CC)C(=O)Cn1cc(C(=O)C(=O)Nc2ccc3c(c2)OCCO3)c2ccccc21
    i	0	-20	1	-1	21	2.5	3	-1
29: CCCCN(C)CCCNC(=O)C1CCC(CNS(=O)(=O)c2c(C)cc(C)cc2C)CC1 (configuration not stated)
    i	9	-4	4	0	-8	-0.1	-8	1
30: Brc1ccc(-c2cn3c(n2)SCC3)cc1
    i	10	-7	-3	-6	0	2.7	-7	8
31: O=C(Cn1sc2ccccc2c1=O)Nc1ccc(Cl)cc1
    i	5	3	0	5	-18	0.2	0	-1
32: CN(C(=S)Nc1ccccc1F)C1(c2ccccc2Cl)CCCCC1=O (configuration not stated)
    i	14	0	0	0	0	-1.7	-6	-3
33: CCCCN1CCNC[C@@H]1c1ccccc1
    i	14	10	2	-7	-5	0.7	-2	2
34: COc1cc([N+](=O)[O-])cc2cc(C(=O)NC(C)(C)C)c(=O)oc12
    i	2	7	0	-2	2	0.2	0	3
35: O=C(Cn1cnc2ccccc2c1=O)NCCC(=O)N1CCN(Cc2ccccc2)CC1
    i	-3	5	4	1	-4	1.2	-5	-5
36: C(=N\n1cnnc1)/c1cn(Cc2ccccc2)c2ccccc12
    i	3	-15	0	-3	0	1.9	-5	0
37: CCOc1cc(C(=S)N2CCOCC2)ccc1OC
    i	3	-8	2	-4	-3	-0.5	-10	4
38: CCOC(=O)N1CCC(Nc2c(Nc3ccc(C)c(C)c3)c(=O)c2=O)CC1
    i	-3	-4	4	3	-16	1.1	-11	9
39: Cn1c(SCc2ccc(F)cc2)nnc1-c1ccccn1
    i	11	-4	-2	-2	-6	-0.3	-3	4
40: CC(=O)c1ccc(OCC(C)C)c(CC(C(N)=O)C(N)=O)c1
    i	13	5	-3	-2	-7	1.8	3	2
41: CC1CCCCN1S(=O)(=O)c1ccc(NC(=O)CSc2nnnn2C)cc1 (configuration not stated)
    i	2	-1	-1	-2	-4	-0.8	6	0
42: CCC(=O)N/N=C(\C)CC(=O)Nc1ccc(F)cc1
    i	-3	1	-1	-1	-2	1.7	0	0
43: Cc1ccccc1-n1c(Cn2c(=O)sc3ccccc32)nnc1SC(C)C
    i	7	-9	-3	1	-5	-0.8	-2	-4
44: COc1ccc(-n2c(=O)c3ccccc3c3ccccc3c2=O)c(OC)c1
    i	-9	-4	-2	-1	3	1.1	2	0
45: CC(C)[C@H](NC(=O)c1cc2cc(Cl)ccc2n1C)C(=O)N[C@@H](C(=O)O)c1ccccc1
    i	5	-4	0	-8	-4	-0.4	-5	0
46: Cc1cccc(NC(=O)CN2CCCN(S(=O)(=O)c3ccc(Br)s3)CC2)c1
    i	-4	1	2	-7	18	-1.3	-1	1
47: COc1ccc(-c2ccc3nccn3c2)cc1
    i	-1	-18	-2	-3	-9	1.4	1	-2
48: CCOC(=O)c1c(NC(=O)CSc2nccc(=O)[nH]2)sc(C)c1C
    i	-9	3	1	-7	-2	-0.2	5	2
49: Cc1ccc(-c2nc(C)sc2CC(=O)NCc2ccco2)cc1
    i	0	-39	2	-11	-4	0.9	-5	-1
50: COc1ccc(NS(=O)(=O)c2cc(NC(=O)c3cc(F)c(F)c(F)c3F)ccc2N2CCCC2)cc1
    i	-14	-3	3	-3	1	-0.1	-8	4
51: O=c1cc(CN2CCOCC2)nc(C2CC2)[nH]1
    i	8	-1	0	1	-5	-0.3	4	0
52: OCC1CCCN(C(=S)Nc2ccc(Oc3ccccc3)cc2)C1 (configuration not stated)
    i	3	-2	6	-8	-3	1.6	0	6
53: CN1CCN(c2ccccc2NC(=O)COc2ccc(Br)cc2)CC1
    i	-16	-2	-1	-3	-5	1.2	-2	-8
54: COC(=O)c1ccc(CNC(=O)Cn2cnnn2)cc1
    i	1	2	0	-3	-6	0.1	-8	0
55: COc1ccc(CNC(=O)COC(=O)c2c(NC(C)=O)sc(C)c2C)cc1OC
    i	16	-1	2	0	4	0.2	7	-3
56: CCCOC(=O)CC1C(=O)NCCN1Cc1ccc(F)cc1 (configuration not stated)
    i	5	-1	6	-4	-6	-0.2	3	-1
57: CC(=O)n1cc(N(C(=O)CCl)c2ccc(Cl)cc2)c2ccccc21
    i	23	-1	2	-4	37	nt	2	-11
58: CCCCN1C(=O)C(CC(=O)NCCCCc2ccccc2)CC(C(=O)N2CCCCCC2)=C1C (configuration not stated)
    i	14	10	nt	-1	4	0.9	-1	4
